Screens: PubChem BioAssay, several laboratories
HEK293 NOD2/NF-kB – NOD2 signaling inhibitors, cell-based, luminescence, uHTS, HEK293 (AID 1566); hit rate 0.63% among 290,000; HEK293 NOD2/NF-kB luciferase reporter, luminescence; higher % means a stronger effect; inhibition, % at 4 µM, or EC50 in µM where a hit was titrated; also: many of its hits are not listed in these tables
XIAP displacement – small molecules displacing peptide from XIAP – biochemical, IAP family, fluorescence polarization (AID 1018); XIAP BIR domain, fluorescence polarization peptide displacement; higher % means a stronger effect; one-dose displacement, % at 20 µM; IC50 in µM for titrated hits; hit rate 0.007% among 200,000; in the data active = displacement above about 50%; also: a part of the inactive calls stands beside numbers as strong as those of hits
Lipid droplet – hepatic lipid droplet formation modulation. AML12 mouse hepatocytes, oleate lipid droplets, BODIPY imaging. inhibition, % at 6.5 µM. hit rate 0.4% among 240,000. AID 1656;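 active = lipid droplet intensity inhibited by at least 50%, with more than 500 cells counted; inconclusive = wells with under 300 cells, treated as cytotoxic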
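Test system: AML12 hepatocytes (mouse); reagent: oleate loading, 100 µM; dosing: one dose, 6.5 µM compound; incubation: overnight exposure; signal: fluorescence imaging, 20x objective, two fields per well; read-out basis: % inhibition of corrected integrated BODIPY droplet signal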
Siah-1 displacement – blockers of Siah-1 interaction with plectin peptide – biochemical, fluorescence polarization, rhodamine-plectin, uHTS, primary screen (AID 1817) | displacement, % at 20 µM, or IC50 in µM where a hit was titrated | Siah-1 / rhodamine-plectin peptide fluorescence polarization; higher % means a stronger effect | hit rate 0.02% among 290,000;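 active = displacement of at least 50% at 20 µM, with a fluorescence ratio check between 0.3 and a set limit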;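 also: plate controls were Siah plus tracer with DMSO for no effect and tracer alone without Siah for full effect; strong numbers were not always called active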
NS5 inhibitors – flavivirus cap methylation enzyme inhibition – biochemical, confirmation dose response, primary screen (AID 588689) | Dengue-2 NS5 methyltransferase capping enzyme assay, biochemical; higher % means a stronger effect | inhibition, % at 25 µM, or IC50 in µM where a hit was titrated | hit rate 0.3% among 340,000; in the data active = a potency from the dose series; inconclusive = inhibition above about 29% without an active follow-up result
HIV peptide binding – inhibitors of HIV fusion peptide binding, primary screen, biochemical, uHTS, fluorescence dequenching (AID 1986). cell-free peptide binding, fluorescence dequenching, 30 min; higher % means a stronger effect. inhibition, % at 20 µM; hits with a dose series show IC50 in µM. hit rate 0.3% among 290,000; in the data active = inhibition mostly above about 52%, no sharp cut-off; inactive = mostly below about 76%; also: some results filed as inactive read as strong as hits
Myeloid diff MLP – myeloid differentiation induction; ER-HoxA9 myeloid progenitors, lysozyme-GFP differentiation, flow cytometry; calls only at 10 µM; hit rate 1% among 360,000; AID 624256;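 active = normalized GFP-positive differentiation at or above the plate's own cutoff, the solvent-only control mean plus 3 SD; inconclusive = no clear call, values can overlap the other calls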;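 also: cells exposed to compound for four days before flow analysis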
LYP inhibition – inhibitors of LYP phosphatase, biochemical, fluorescence intensity, uHTS (AID 1779); recombinant LYP phosphatase, fluorescence intensity; higher % means a stronger effect; inhibition, % at 11.5 µM; hits with a dose series show IC50 in µM; hit rate 0.054% among 290,000;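 also: plate controls were vehicle with enzyme for no effect and no enzyme for full effect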
AID2073 – disruptors of CaV2.2 binding to Mint1 – biochemical, HTRF (AID 2073); HTRF protein-protein interaction, Mint1-CaV2.2; higher % means a stronger effect; inhibition, % at 20 µM; hits with a dose series show IC50 in µM; hit rate 0.19% among 290,000; in the data active = inhibition mostly above about 51%, no sharp cut-off; inconclusive = no clear call, values can overlap the other calls; inactive = mostly below about 53%; also: some results filed as inactive read as strong as hits
Lipid droplet cells 6.5 µM – further read-out of Lipid droplet, marked with its call; cell count; measured here: cell count, cytotoxicity flag;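 cells counted across two imaged fields per well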
NS5 inhibitors pilot replicate – further read-out of NS5 inhibitors, marked with its call; inhibition, %; measured here: pilot screen replicate inhibition
Myeloid diff MLP GFP+ MAC1+ % – recorded beside Myeloid diff MLP, whose call it bears; GFP+ MAC1+ double positive, %; measured here: differentiation confirmed by MAC1 staining
Active calls of the source: *; i = inactive; u = inconclusive; x = not tested or not shown. Rule as the data show it, unless noted: active = inhibition above about 50%; inactive = the rest. These rows are one share of the data, so the mix of outcomes need not match the whole.

SMILES	HEK293 NOD2/NF-kB	XIAP displacement	Lipid droplet	Lipid droplet cells 6.5 µM	Siah-1 displacement	NS5 inhibitors	HIV peptide binding	Myeloid diff MLP	Myeloid diff MLP GFP+ MAC1+ %	LYP inhibition	AID2073	others
CCC(Sc1nc(C)cc(C)n1)C(=O)Nc1ccc(Cl)cn1 (centres undefined)	8%	-3.0%	-2	697	2%	-1%	1.7%	i	1.2	-4%	0%
CC(C)=CCN1CCN(Cc2ccc(Oc3ncccn3)cc2)CC1CCO (centres undefined)	1%	-5.7%	-3	707	3%	-7%	-1.6%	i	0.4	-4%	2%
CCOC(=O)C1(Cc2cccc(OC)c2)CCCN(C(=O)c2cc(CC(C)C)[nH]n2)C1 (centres undefined)	-25%	x	-12	787	-1%	-1%	-0.3%	i	0.7	-4%	-9%
C=CCOC(=O)C1=C[C@@H](c2ccccc2)C[C@@H](OCc2ccc(CO)cc2)O1	-29%	-5.4%	-19	650	-2%	-2%	1.5%	i	0.5	-1%	38%
O=C(O)C(Cc1ccc(F)cc1)c1ccccc1 (centres undefined)	13%	x	x	x	1%	-5%	-1.4%	i	0.2	-9%	7%
O=c1ccc(Oc2nc(N3CCCCC3)nc(N3CCCCC3)n2)n[nH]1	11%	-3.5%	x	x	3%	0%	-0.1%	i	1.5	-6%	-10%
CC(C)OC(=O)C(NC(=O)c1ccccc1)=C1CCCCC1	-9%	-3.5%	x	x	1%	-5%	-1.0%	i	0.2	0%	-2%
OCCN1CCN(c2nc(-c3ccccc3)nc3c2oc2ccccc23)CC1	9%	-2.8%	x	x	1%	2%	0.0%	i	0.9	-3%	-7%
CCn1cc(C2=NC(C(C)C)CO2)c2ccccc21 (centres undefined)	7%	1.2%	-19	672	5%	1%	-2.5%	i	2.0	-3%	6%
O=C(CN1CCCC1)NCC1(c2ccccc2)CCOCC1	-8%	-7.7%	x	x	0%	-1%	0.2%	i	6.1	2%	-4%
COc1ccc(-c2cn3cccnc3n2)cc1NC(=O)CC(C)C	8%	-5.6%	x	x	2%	-2%	5.1%	i	6.8	-6%	27%
CC1=C(C(=O)Nc2ccccc2C(=O)NCCCN2CCN(C)CC2)SCCO1	11%	x	4	800	-3%	19%	0.1%	u	x	-9%	21%
COc1cccc(CNC(=O)CCCc2c[nH]c3ccccc23)c1	2%	x	64*	860*	1%	2%	0.0%	i	0.5	-6%	-2%
O=C(N/N=C/c1cccc(C(F)(F)F)c1)c1ccccc1O	-22%	-11%	2	693	6%	1%	0.3%	i	0.3	-12%	6%
CCOP(=O)(Nc1ccc2oc(=O)c3ccccc3c2c1)OCC	13%	x	-7	414	1%	5%	-0.7%	i	0.5	-4%	12%
COc1cc(/C=N/n2cnnc2)ccc1Oc1nc(Cl)ncc1F	8%	0.3%	-2	670	9%	-5%	-0.4%	i	0.1	1%	24%
O=C1CCCc2c1cc(C(=O)NCc1ccco1)c(=O)n2-c1ccccc1	10%	1.3%	x	x	-2%	-3%	1.7%	i	2.1	-3%	-1%
CC(=O)N1CCc2cc(S(=O)(=O)NC(C(=O)NC3CCCc4ccccc43)C(C)C)ccc21 (centres undefined)	12%	5.2%	-2	743	-5%	-7%	2.9%	i	1.2	-5%	-3%
Cc1ccccc1C1C(=O)c2ccccc2C1=O	-12%	x	-2	770	6%	2%	-2.3%	i	0.6	-6%	6%	NS5 inhibitors pilot replicate=-2.4
c1ccc(C2=Nc3cccc4cccc(c34)N2)cc1	20%	-18%	10	647	10%	4%	-1.0%	i	0.8	-2%	-1%
O=C1Cn2c(nc3ccccc32)N1c1cccc(C(F)(F)F)c1	9%	-2.2%	14	763	2%	-2%	3.3%	i	5.0	-5%	2%
CCn1c(=O)n(CC)c2cc(N3CCCC3)c(NC(=O)c3cccc(C)c3)cc21	17%	x	8	744	0%	-4%	-0.9%	i	2.7	-15%	-13%
CC(=O)Nc1sc(N/N=C\c2ccccc2Cl)nc1-c1cccs1	-30%	-7.4%	-23	611	-7%	-4%	1.8%	i	1.1	5%	5%
Cc1cc(C)cc(NC(=O)C(Sc2nnc(C)c(=O)[nH]2)c2ccccc2)c1 (centres undefined)	26%	x	-3	712	3%	-9%	7.5%	i	0.0	-2%	-16%
CC1Cc2nc(SCC(=O)NCc3ccco3)n(Cc3ccccc3)c(=O)c2S1 (centres undefined)	-13%	-6.6%	2	659	1%	-1%	4.2%	i	1.8	0%	0%
O=[N+]([O-])c1ccccc1/C=N/NC1=NS(=O)(=O)c2ccccc21	-11%	-1.0%	-16	673	-5%	-3%	0.7%	i	0.2	2%	-5%
COc1cccc(-c2cc(C(=O)NCC3CCCO3)c3ccccc3n2)c1 (centres undefined)	14%	-12%	21	712	-3%	-2%	1.9%	i	0.1	1%	9%
Cc1cc(C)nc(SCC(=O)Nc2nc(-c3ccccc3)c(-c3ccccc3)o2)n1	-4%	-1.7%	-11	624	-2%	6%	-3.2%	i	0.7	4%	-4%
Cc1ccccc1Cn1cc(NC(=O)c2cc3nc(-c4ccco4)cc(C(F)(F)F)n3n2)cn1	19%	-6.3%	x	x	-4%	6%	-3.1%	x	x	-10%	18%
O=C1c2ccc(Oc3ccc([N+](=O)[O-])cc3)cc2C(=O)N1CCCO	7%	x	-4	843	0%	6%	-2.3%	i	0.4	-4%	7%

An excerpt from above in order of length of the SMILES, rising:
SMILES	HEK293 NOD2/NF-kB	XIAP displacement	Lipid droplet	Lipid droplet cells 6.5 µM	Siah-1 displacement	NS5 inhibitors	HIV peptide binding	Myeloid diff MLP	Myeloid diff MLP GFP+ MAC1+ %	LYP inhibition	AID2073	others
CC1Cc2nc(SCC(=O)NCc3ccco3)n(Cc3ccccc3)c(=O)c2S1 (centres undefined)	-13%	-6.6%	2	659	1%	-1%	4.2%	i	1.8	0%	0%
O=[N+]([O-])c1ccccc1/C=N/NC1=NS(=O)(=O)c2ccccc21	-11%	-1.0%	-16	673	-5%	-3%	0.7%	i	0.2	2%	-5%
Cc1ccccc1Cn1cc(NC(=O)c2cc3nc(-c4ccco4)cc(C(F)(F)F)n3n2)cn1	19%	-6.3%	x	x	-4%	6%	-3.1%	x	x	-10%	18%

Among those listed so far, 8 have sulfur.
SMILES	HEK293 NOD2/NF-kB	XIAP displacement	Lipid droplet	Lipid droplet cells 6.5 µM	Siah-1 displacement	NS5 inhibitors	HIV peptide binding	Myeloid diff MLP	Myeloid diff MLP GFP+ MAC1+ %	LYP inhibition	AID2073	others
CCC(Sc1nc(C)cc(C)n1)C(=O)Nc1ccc(Cl)cn1 (centres undefined)	8%	-3.0%	-2	697	2%	-1%	1.7%	i	1.2	-4%	0%
CC1=C(C(=O)Nc2ccccc2C(=O)NCCCN2CCN(C)CC2)SCCO1	11%	x	4	800	-3%	19%	0.1%	u	x	-9%	21%
CC(=O)N1CCc2cc(S(=O)(=O)NC(C(=O)NC3CCCc4ccccc43)C(C)C)ccc21 (centres undefined)	12%	5.2%	-2	743	-5%	-7%	2.9%	i	1.2	-5%	-3%
CC(=O)Nc1sc(N/N=C\c2ccccc2Cl)nc1-c1cccs1	-30%	-7.4%	-23	611	-7%	-4%	1.8%	i	1.1	5%	5%
Cc1cc(C)cc(NC(=O)C(Sc2nnc(C)c(=O)[nH]2)c2ccccc2)c1 (centres undefined)	26%	x	-3	712	3%	-9%	7.5%	i	0.0	-2%	-16%
CC1Cc2nc(SCC(=O)NCc3ccco3)n(Cc3ccccc3)c(=O)c2S1 (centres undefined)	-13%	-6.6%	2	659	1%	-1%	4.2%	i	1.8	0%	0%
O=[N+]([O-])c1ccccc1/C=N/NC1=NS(=O)(=O)c2ccccc21	-11%	-1.0%	-16	673	-5%	-3%	0.7%	i	0.2	2%	-5%
Cc1cc(C)nc(SCC(=O)Nc2nc(-c3ccccc3)c(-c3ccccc3)o2)n1	-4%	-1.7%	-11	624	-2%	6%	-3.2%	i	0.7	4%	-4%
